# High-throughput results from PubChem BioAssay.
# KLK5 inh = human KLK5 protease inhibitors, primary screen, biochemical, 1536-well | Kallikrein-5 (Homo sapiens), Q9Y337 | AID 873, 2007 | 210,000 compounds, 0.59% hits | recombinant hK5, fluorogenic AMC substrate cleavage | inhibition, % at 5 µM;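 active = inhibition of 40% or more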;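 note: 0% = enzyme controls without compound and 100% = no-enzyme blanks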
# Cl transport mod = KCC2 cotransporter modulators, thallium flux, primary screen, cell-based, HEK293 KCC2, FluoZin-2 fluorescence, MLSMR; B-score of Tl+ flux slope (higher = more flux/activation; lower = inhibition) at 10 µM; 190,000 compounds, 2.2% hits; KCC2 cells, thallium flux FluoZin-2 fluorescence; AID 1456, 2008; Solute carrier family 12 member 5 (Homo sapiens), Q9H2X9;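 active = thallium flux slope and its plate-corrected score both differing from the plate sample mean at a set confidence after two filtering rounds, in either direction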;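 note: slope of fluorescence scaled to starting intensity during 10 to 20 s after thallium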
# PERK inh = block of dimerizer-induced PERK translation repression, primary screen, PERK inhibitor project, CHO PERK-DD cells, SEAP luminescence, HTS; CHO PERK-DD fusion, SEAP luminescence translation reporter; inhibition, % at 5.6 µM; 220,000 compounds, 0.17% hits;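 active = inhibition above the mean inhibition of all tested compounds plus 3 SD, set separately per screening campaign, cut at about 2.9% in these data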;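 note: PERK kinase domain activated by AP20187 dimerizer at 100 nM; 0% = DMSO with dimerizer and 100% = rapamycin at 8.4 µM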
# FXIa inh = human FXIa protease inhibitors, primary screen, biochemical, 1536-well; Coagulation factor XI (Homo sapiens), P03951; purified FXIa, Boc-Glu-Ala-Arg-AMC fluorogenic substrate; inhibition, % at 5 µM; 220,000 compounds, 0.14% hits;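 active = inhibition of at least 40%; inactive = inhibition below 40%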;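 note: fluorescence of freed AMC excited at 355 nm; 0% = enzyme without compound and 100% = no enzyme blank; many of its hits are not listed in these tables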
# Thrombin inh = human alpha-thrombin inhibitors, primary screen, counter-screen for coagulation protease inhibitor project, biochemical, 1536-well, fluorogenic AMC substrate. Prothrombin (Homo sapiens), P00734. AID 1046, 2008. inhibition, % at 5 µM. Boc-VPR-AMC fluorogenic substrate cleavage. 220,000 compounds, 0.26% hits;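 active = inhibition at or above 40%; inactive = inhibition below 40%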;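 note: 0% = enzyme with no compound and 100% = wells without enzyme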
#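 Assay system: human alpha-thrombin enzyme. Reagent: Boc-VPR-AMC substrate, 15 µM final. Compound dosing: one concentration per compound, 5 µM, with 0.2% DMSO. Incubation: room-temperature reaction. Technique: AMC fluorescence, 355/460 nm. Measure: % inhibition relative to enzyme controls and enzyme-free blanks.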
# Calpain2 inh = inhibitors of pig calpain II, primary screen, biochemical, fluorogenic peptide substrate, 1536-well; purified calpain II, 30 min; 220,000 compounds, 0.37% hits; inhibition, % at 16 µM;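 active = inhibition above about 50%, limit read from the data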
# FXIIa inh = human FXIIa protease inhibitors, primary screen, biochemical, 1536-well. Coagulation factor XII (Homo sapiens), P00748. purified FXIIa, Boc-QGR-AMC fluorogenic substrate, 2 h. inhibition, % at 5 µM. 220,000 compounds, 0.3% hits; in the data active = inhibition above about 40%;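 note: 0% = enzyme with no compound and 100% = blank without enzyme; many of its hits are not listed in these tables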
# Furin inhibitor = human furin inhibitors, primary screen, biochemical, fluorescence intensity | AID 463115, 2010 | inhibition, % at 30 µM | purified furin, fluorogenic substrate cleavage | 220,000 compounds, 0.061% hits; in the data active = inhibition above about 25%; note: inactives centre near -15
# Target sequence (P09958 108-714 limits assumed): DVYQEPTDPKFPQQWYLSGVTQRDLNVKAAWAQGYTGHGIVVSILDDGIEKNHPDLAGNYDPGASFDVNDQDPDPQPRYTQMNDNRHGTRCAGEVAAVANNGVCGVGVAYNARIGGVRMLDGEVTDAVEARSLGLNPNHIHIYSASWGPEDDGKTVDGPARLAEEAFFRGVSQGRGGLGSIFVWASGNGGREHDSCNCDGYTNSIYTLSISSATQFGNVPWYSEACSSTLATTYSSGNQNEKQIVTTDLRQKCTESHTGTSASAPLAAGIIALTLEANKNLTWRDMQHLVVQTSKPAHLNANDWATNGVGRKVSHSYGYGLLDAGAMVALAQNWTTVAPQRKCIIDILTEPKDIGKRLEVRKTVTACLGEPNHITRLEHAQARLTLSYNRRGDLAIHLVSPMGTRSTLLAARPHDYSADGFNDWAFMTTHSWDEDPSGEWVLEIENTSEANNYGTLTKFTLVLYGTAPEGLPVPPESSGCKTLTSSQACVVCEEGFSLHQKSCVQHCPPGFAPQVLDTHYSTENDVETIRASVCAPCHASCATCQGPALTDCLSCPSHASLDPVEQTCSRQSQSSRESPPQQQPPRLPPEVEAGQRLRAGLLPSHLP
# Rad51 HR inh = human RAD51 strand exchange inhibitors, primary screen, biochemical, fluorescence; hRad51 DNA strand exchange, fluorescence dequenching; 200,000 compounds, 0.085% hits; inhibition, % at 10 µM; AID 1385, 2008;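 active = inhibition above 40% at the single screening dose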;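 note: 0% = DMSO control wells and 100% = blanks with heterologous ssDNA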
# Target sequence (Q06609 whole entry, looked up): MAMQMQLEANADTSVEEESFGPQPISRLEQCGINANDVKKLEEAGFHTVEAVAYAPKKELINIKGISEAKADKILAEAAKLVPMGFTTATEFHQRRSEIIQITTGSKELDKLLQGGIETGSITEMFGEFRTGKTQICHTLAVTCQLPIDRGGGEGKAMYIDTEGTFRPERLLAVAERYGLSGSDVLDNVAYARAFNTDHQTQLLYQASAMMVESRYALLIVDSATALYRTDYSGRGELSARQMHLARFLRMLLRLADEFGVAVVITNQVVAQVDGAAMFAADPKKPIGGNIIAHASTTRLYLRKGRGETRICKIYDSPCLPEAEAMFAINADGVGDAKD
#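 Test system: preformed human Rad51 ssDNA filaments. Compound dosing: single dose, 10 µM final compound. Incubation: filaments 15 min 37 °C, then compound 30 min. Technique: FRET fluorescence dequenching, excitation 485 nm, emission 520 nm. Read-out basis: percent inhibition from fluorescence, normalised to plate control and blank means. Benchmarks: plate controls and plate blanks.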
# * hit, by the source's call; nt = no result given; [ ] = another dose, or the depositor's remark. This is a subset; count on the stated rates, not on these rows.
SMILES,KLK5 inh,Cl transport mod,PERK inh,FXIa inh,Thrombin inh,Calpain2 inh,FXIIa inh,Furin inhibitor,Rad51 HR inh
Cc1ccccc1NC1=NC(C)(C)N=C(N)N1,-1,0.021,0.4,-2,-1,-1,9,-7,-9
CS(=O)(=O)c1ccccc1C(=O)N1CCN(Cc2ccccc2)CC1,-4,-0.68,0.1,2,nt,-2,1,-22,-4
Cc1ccc(S(=O)(=O)N(CCC#N)C2CCCCC2)c2nsnc12,-6,-0.38,-0.2,11,2,8,15,-11,nt
COc1ccc(N(C(=O)c2cccnc2)S(=O)(=O)c2ccc3c(c2)n(C)c(=O)n3C)cc1,-6,-0.59,0.1,-2,-2,-17,6,-1[20 µM],-2
O=c1c(Cl)c(N2CCOCC2)cnn1-c1ncc(C(F)(F)F)cc1Cl,-21,0.3,1.0,-5,0,-19,-5,-32,7
Cc1ccc(NC(=O)c2cccc(S(C)(=O)=O)c2)cc1,-6,0.38,0.8,1,-2,4,-4,-13,-1
O=C(COC(=O)C1CCCO1)Nc1cccc(C(F)(F)F)c1 (centres undefined),8,0.48,0.6,5,-5,-21,12,-12,2
COc1cc(/C=N\NC(=O)CNC(=O)C2COc3ccccc3O2)ccc1O (centres undefined),0,2.8,0.7,-5,-12,14,4,-11,-10
CCN(CC)C(=O)COc1ccc(C=O)cc1OC,-7,0.74,0.2,-5,-7,5,3,-14,11
COc1ccc(N2C(S)=C(C#N)C(=O)NC2c2ccco2)cc1 (centres undefined),-14,0.85,0.6,6,1,-5,8,-12,nt

# Given with bars between the fields: six of the compounds above
molecule | KLK5 inh | Cl transport mod | PERK inh | FXIa inh | Thrombin inh | Calpain2 inh | FXIIa inh | Furin inhibitor | Rad51 HR inh
Cc1ccc(S(=O)(=O)N(CCC#N)C2CCCCC2)c2nsnc12 | -6 | -0.38 | -0.2 | 11 | 2 | 8 | 15 | -11 | nt
COc1ccc(N(C(=O)c2cccnc2)S(=O)(=O)c2ccc3c(c2)n(C)c(=O)n3C)cc1 | -6 | -0.59 | 0.1 | -2 | -2 | -17 | 6 | -1[20 µM] | -2
O=c1c(Cl)c(N2CCOCC2)cnn1-c1ncc(C(F)(F)F)cc1Cl | -21 | 0.3 | 1.0 | -5 | 0 | -19 | -5 | -32 | 7
Cc1ccc(NC(=O)c2cccc(S(C)(=O)=O)c2)cc1 | -6 | 0.38 | 0.8 | 1 | -2 | 4 | -4 | -13 | -1
O=C(COC(=O)C1CCCO1)Nc1cccc(C(F)(F)F)c1 (centres undefined) | 8 | 0.48 | 0.6 | 5 | -5 | -21 | 12 | -12 | 2
COc1cc(/C=N\NC(=O)CNC(=O)C2COc3ccccc3O2)ccc1O (centres undefined) | 0 | 2.8 | 0.7 | -5 | -12 | 14 | 4 | -11 | -10

# Next section:
SMILES,KLK5 inh,Cl transport mod,PERK inh,FXIa inh,Thrombin inh,Calpain2 inh,FXIIa inh,Furin inhibitor,Rad51 HR inh
CN(C)/C=C1/Oc2c(ccc3ccccc23)C1=O,-1,-1.6,1.1,-1,-10,-49,11,-6,14
Cc1ccc(N/N=C2/CCCNC2=O)cc1,0,-0.27,1.7,-3,-3,3,4,-11,-1
Cc1cccc(OCC2=NS(=O)(=O)c3ccccc3N2)c1,0,0.55,0.4,-2,0,1,9,-8,-2
Cc1ccc(S(=O)(=O)Nc2nc(C)cc(N/N=C/c3ccc(O)cc3)n2)cc1,-1,0.032,0.4,-8,-8,14,-5,-13,-1
O=C(Nc1nc2ccccc2[nH]1)c1ccc(Cl)c(S(=O)(=O)N2CCCC2)c1,-5,-0.87,-1.4,-1,5,-22,18,-21[20 µM],1
C1CCCN(c2nc3nonc3nc2N2CCCCCC2)CC1,1,1.1,0.6,3,8,9,9,-7,nt
COc1ccc(S(=O)(=O)NCC(c2cccnc2)N2CCN(c3ccccc3OC)CC2)cc1C (centres undefined),6,nt,-1.1,5,5,2,4,-8,6
CCOc1cc(C2C3=C(CCCC3=O)NC3=C2C(=O)CCC3)ccc1OCCO,-2,-0.32,0.8,-5,-7,-45,-3,-6[20 µM],22
COC(=O)CSc1nc2cc(Cl)ccc2c(=O)n1C1CCCC1,-23,-0.44,1.2,-1,3,34,12,-25,3
CC1CCCCN1C(=O)CSc1nc(C2CC2)nc2c1cnn2-c1ccccc1 (centres undefined),-9,nt,0.1,-1,-1,37,5,4[20 µM],6
COc1ccc(-c2nnc(SCc3nc4ccccc4s3)n2C(C)C)cc1,-30,-1,-0.6,3,-1,8,9,-14[20 µM],-9
O=C(O)C(C/C(=N/O)c1ccc(Br)cc1)P(=O)(c1ccccc1)c1ccccc1 (centres undefined),-3,1.2,-1.3,-4,-9,-10,2,-8,nt
Cc1ccccc1N1CCN(c2ncnc3c2cnn3Cc2ccc(Cl)cc2)CC1,0,-0.93,-0.2,1,-4,22,0,-14[20 µM],8
COc1ccccc1N1CCN(C(CNS(C)(=O)=O)c2cccnc2)CC1 (centres undefined),-5,-2,0.7,0,-4,4,7,-18,3
CCn1ncc(C2=NOC(C(=O)NCCc3ccccc3)C2)c1C (centres undefined),3,0.13,0.6,-1,1,-18,9,-17,1
CCN1C(=O)/C(=C\c2ccncc2)SC1=Nc1ccc(C)c(C)c1,2,-0.5,0.7,9,-4,29,9,-20,5
CCOC(=O)c1oc2ccccc2c1NC(=O)CN1CCN(C)CC1,-16,0.052,-1.4,2,-9,-23,17,-22,6
COC(=O)c1nnn(CC(=O)NC(=O)Nc2cccc(Cl)c2C)c1C(=O)OC,1,-0.0047,1.0,0,-9,-4,2,-10,-4
c1ccc(-c2cn3c(n2)-c2ccccc2C3)cc1,-7,-4,0.6,2,-9,-31,11,-23,-9
O=C(O)CCn1c(C2CCCCC2)nc2ccccc21,-1,0.55,-0.3,-14,-6,21,-5,-27,3
COc1ccc(C2N=C(c3ccccc3)NC(c3ccccc3)=N2)cc1,0,0.72,0.4,13,1,-18,14,-13[20 µM],5
OCCCn1c(-c2ccccc2)n[nH]c1=S,-6,0.97,0.0,10,1,-21,19,-17[20 µM],1
Cc1cc(F)ccc1N1CCC(N2CCN(CCC(C)C)C(CCO)C2)CC1 (centres undefined),42*,-0.094,-0.3,40,45*,15,28,-13,-6
C/C(=N\NC(=O)c1ccc([N+](=O)[O-])c(C)c1)c1ccccc1Cl,-13,12*,1.0,7,-1,3,6,-13,14
COCCN1C=C2C(=O)C(C)(OC(=O)C3CCCC3)C(=O)C=C2C=C1c1ccsc1 (centres undefined),2,1.5,nt,3,0,-13,6,-12,7
Cc1ccc(S(=O)(=O)NCCC(=O)NC2CCCC2)cc1,4,nt,0.3,13,0,8,35,-23,nt
OCc1ncc(-c2ccccc2)s1,-2,-1.2,1.1,-7,-5,3,-2,-20,2
CCc1nc2sc3ccccc3c(=O)c2c(=O)n1CCOC,-20,0.23,0.8,-1,-6,23,9,-6,9
S=c1[nH]nc(-c2n[nH]c3c2CCC3)n1/N=C/C=C/c1ccccc1,4,0.067,0.3,2,-1,-31,9,-21,23
COc1ccccc1NC(=S)NC(C)C(c1cccs1)N1CCOCC1 (centres undefined),6,-0.47,0.7,1,-6,-15,7,-26,nt
Oc1ccc(NC(=S)N=Nc2c(O)[nH]c3ccccc23)cc1,-18,-1.7,0.9,10,4,-1,7,-9,8
Clc1ccc(-c2nnc(-c3ccccc3)c(-c3ccccc3)n2)cc1,-3,-0.0058,0.6,-2,-8,9,-2,-12,24
Cc1cccc(-n2c(CNC(=O)Cc3ccccc3)n[nH]c2=S)c1,-4,0.11,0.6,-1,-1,5,6,-12,nt
O=C(Nc1ccc(Cl)c(Cl)c1)N1CCC(N2CCCCC2)CC1,5,0.047,-1.1,3,-3,-15,7,-11,1
CCCS(=O)(=O)N1CCCC(C(=O)NCc2cccnc2)C1 (centres undefined),3,0.48,0.5,-1,2,-12,-4,-25,-1
O/N=C/c1ccc(OCc2ccccc2F)c(Cl)c1,-6,-0.025,0.7,6,2,-4,16,-10,9
Cc1ccc2[nH]c(=O)c(CNS(=O)(=O)c3ccccc3)c(-c3ccccc3)c2c1,-1,-1.4,-0.4,10,5,-13,16,-24,nt
Cc1cccc(OCC(=O)Nc2ccc(C(=O)NCc3cccnc3)cc2)c1,1,-0.38,0.5,-5,-3,8,-7,-16[20 µM],nt
COc1ccc(Nc2nc3ccccc3s2)cc1,7,nt,1.1,-6,-12,-19,-1,-27,12
CC1(C)CC2CC(C)(CN2S(=O)(=O)c2ccc(N)cc2)C1 (centres undefined),9,nt,-0.2,-9,-2,29,-6,-25[20 µM],3
COc1cccc(Cn2nc(C(=O)O)c3ccccc3c2=O)c1,-4,-0.84,0.3,-5,-7,-3,5,-18,-3
COC(=O)CCC(=O)OC1(C)C(=O)C=C2C=C(C3CC3)N(C3CCCC3)C=C2C1=O (centres undefined),3,1,nt,2,2,-13,6,-11,4
Cn1c(N2CCN(C(=O)NC34CC5CC(CC(C5)C3)C4)CC2)nc2ccccc21,-3,1.3,0.6,-3,-2,9,3,-26[20 µM],12
Cn1c(=O)c2c(ncn2CC(=O)N/N=C/C(Br)=C/c2ccccc2)n(C)c1=O,1,1,0.2,0,-5,2,6,-10,-1
COc1ccc(-c2coc3cc(OC(=O)N4CCOCC4)ccc3c2=O)cc1,-1,-0.46,0.3,0,-2,13,6,-14,-22
CCSc1nnc([C@H](Cc2ccccc2)NC(=O)OC(C)(C)C)o1,0,0.63,-0.4,1,-4,23,8,-16[20 µM],-6
Cc1cc([N+](=O)[O-])c(C)cc1-c1ccc(/C=N/NC(=O)Cn2nnnc2N)o1,-3,0.89,1.5,1,-10,-19,0,-25,4
Cc1ccc(-c2nn(-c3cc(N4CCNCC4)ccc3[N+](=O)[O-])c(=O)c3ccccc23)cc1,-9,2.1,-0.8,-4,-3,-55,3,-4,19
C=C1CN(Cc2ccccc2)S(=O)(=O)c2ccccc21,0,-0.98,nt,-3,-3,-9,9,-27,-7
O=C(c1ccco1)c1cn(CC(=O)N2CCCCCC2)c2ccccc12,-1,-0.5,0.3,-4,1,27,4,-21,2
# The listing continues.
SMILES,KLK5 inh,Cl transport mod,PERK inh,FXIa inh,Thrombin inh,Calpain2 inh,FXIIa inh,Furin inhibitor,Rad51 HR inh
COc1cc(CN2CCCC(C(=O)c3ccccc3SC)C2)cc(OC)c1 (centres undefined),3,nt,-0.2,0,-12,44,16,-14,16
CCCCCN1C(C)=CC(=C(C#N)C#N)C=C1C,-10,-0.041,0.0,-5,-4,10,-1,6,1
OC(COc1ccc(Cl)cc1)CN1CCN(c2cccc(Cl)c2)CC1 (centres undefined),3,-0.47,0.7,1,-1,24,7,-19,23
O=C(c1ccc(Cl)c(S(=O)(=O)N2CCCC2)c1)N1CCN(c2ccc(F)cc2)CC1,-4,-2.4,-0.8,-1,-2,-14,6,-23,17
O=C(Nc1ccccc1)NC1(C(=O)NCc2cccs2)CCCCC1,-22,nt,0.0,-3,-8,7,10,-10[20 µM],-6
Cc1nc2ccccc2n1CCc1nc2c3ccccc3nc(=S)n2[nH]1,0,-0.28,0.6,-3,2,-20,9,-3[20 µM],-41
